High-throughput results from PubChem.
RGS4 inhibitor – inhibitors of human regulator of G protein signaling 4; Potency, µM (titrated, usually from 114 µM), for the others: at the top dose activity change, negative = inhibition, most hits filed as inhibitors; Transcreener GDP fluorescence polarization, RGS4-accelerated GTP hydrolysis; 390,000 tested, 0.039% active; P49798; note: % is set by controls: 0 for no effect and ±100 for the full control effect; nearly all actives have a fitted effect of over 75% in size; some results filed as inactive show a strong effect at the top dose
Target sequence (P49798 whole entry, looked up): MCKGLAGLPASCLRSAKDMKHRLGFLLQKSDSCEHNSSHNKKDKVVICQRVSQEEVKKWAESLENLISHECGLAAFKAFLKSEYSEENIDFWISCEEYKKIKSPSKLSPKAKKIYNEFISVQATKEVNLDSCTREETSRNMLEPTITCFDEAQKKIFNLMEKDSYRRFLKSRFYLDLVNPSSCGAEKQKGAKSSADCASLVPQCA
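MLSMR compounds (23 nl, pin-transferred) preincubated 10 min at room temperature with a 500nM (2x) first reagent, then RGS4 at 900nM (2x) plus Transcreener GDP mix added; fluorescence polarization (620/688 nm) read before and after 90 min at 30 °C.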
Vif-A3F inh – inhibitors of Vif-A3F interaction. HeLa A3F-eYFP + Vif (tagged APOBEC3F with the HIV-1 protein that degrades it), YFP fluorescence increase. Potency, µM (titrated, usually from 46.1 µM), for inactives: top-dose activity, negative = active. 390,000 tested, 0.2% active; note: % of control where 0% means no effect; nearly all actives have a fitted effect of over 65% in size
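HeLa cells stably expressing Vif plus C-terminally eYFP-tagged A3F were seeded, incubated overnight at 37 deg C, dosed with compound, incubated overnight again at 37 deg C. Yellow fluorescence (Ex 488/Em 500-530) reported blocked Vif-mediated A3F-eYFP degradation.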
rTrxR1 inhibitor – blocks rat thioredoxin reductase 1; O89049; recombinant rTrxR1, NADPH fluorescence consumption, selenite substrate; Potency, µM (top dose mostly 114 µM), without a hit: at the highest dose activity change, negative = inhibition, usual class: inhibitors; 390,000 tested, 1% active; note: % is set by controls: 0 for no effect and ±100 for the full control effect; nearly all actives have a fitted effect of over 65% in size
Target sequence (O89049 whole entry, looked up): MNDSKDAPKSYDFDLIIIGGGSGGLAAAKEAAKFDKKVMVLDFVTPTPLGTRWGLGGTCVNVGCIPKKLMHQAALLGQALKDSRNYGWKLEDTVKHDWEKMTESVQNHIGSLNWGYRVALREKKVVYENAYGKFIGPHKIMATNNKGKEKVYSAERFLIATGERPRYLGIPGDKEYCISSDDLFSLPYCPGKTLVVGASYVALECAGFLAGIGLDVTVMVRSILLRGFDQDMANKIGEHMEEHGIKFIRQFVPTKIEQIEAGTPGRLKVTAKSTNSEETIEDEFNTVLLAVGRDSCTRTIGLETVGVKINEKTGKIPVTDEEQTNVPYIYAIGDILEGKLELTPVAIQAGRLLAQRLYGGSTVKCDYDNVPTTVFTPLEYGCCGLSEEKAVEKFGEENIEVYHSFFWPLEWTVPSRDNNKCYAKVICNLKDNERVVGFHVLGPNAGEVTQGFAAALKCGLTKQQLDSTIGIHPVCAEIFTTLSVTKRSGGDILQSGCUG
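Rat TrxR1 (90 nM in the dispensed reagent) was pre-reduced with 400 uM NADPH for 5 min at room temperature, then incubated with compound for 15 min. After 400 uM selenite was added, NADPH fluorescence (Ex 340/Em 450 nm) was followed for 8 min.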
Vif-A3G inh – blocks the Vif interaction with human APOBEC3G; Q9HC16; HeLa A3G-eYFP + Vif (tagged APOBEC3G with the HIV-1 protein that degrades it), YFP fluorescence, overnight; Potency, µM (doses to about 46.1 µM), for inactives: at the highest dose activity, negative = active, actives largely listed as inhibitors; 410,000 tested, 0.076% active;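 note: % is set by controls: 0 for no effect and ±100 for the full control effect; nearly all actives have a fitted effect of over 60% in size; hits raise eYFP signal because A3G escapes Vif-driven loss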
Target sequence (Q9HC16 whole entry, looked up): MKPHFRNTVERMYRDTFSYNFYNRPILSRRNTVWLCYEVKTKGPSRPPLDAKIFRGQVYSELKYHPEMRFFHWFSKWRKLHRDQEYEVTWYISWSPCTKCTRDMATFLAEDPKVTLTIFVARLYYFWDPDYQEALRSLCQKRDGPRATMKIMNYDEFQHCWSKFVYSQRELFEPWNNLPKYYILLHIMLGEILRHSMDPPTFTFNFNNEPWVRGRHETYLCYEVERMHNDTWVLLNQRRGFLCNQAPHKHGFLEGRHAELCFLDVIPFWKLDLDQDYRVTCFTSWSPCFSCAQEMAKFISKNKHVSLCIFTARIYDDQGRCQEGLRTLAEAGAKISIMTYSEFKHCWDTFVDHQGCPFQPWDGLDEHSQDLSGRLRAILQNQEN
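HeLa cells stably expressing Vif and C-terminally eYFP-tagged A3G, seeded overnight at 37 deg C, then exposed to compound by pintool overnight at 37 deg C. Rise in yellow fluorescence (Ex 488/Em 500-530, Acumen) marks blocked Vif-driven A3G degradation.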
RXFP1 ag – activates the human relaxin receptor RXFP1. HEK293T-RXFP1 cAMP TR-FRET, 30 min; response scale: percent of porcine relaxin response, buffer zero. AID 2676. Potency, µM (series often up to 57.5 µM), for the others: top-dose activation, hits mostly activators. Q9HBX9. 370,000 tested, 0.3% active; note: % is set by controls: 0 for no effect and ±100 for the full control effect; nearly all actives have a fitted effect of over 60% in size; many of its hits are not listed in these tables
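HEK293T cells stably expressing RXFP1 were pretreated with the PDE4 inhibitor Ro 20174, exposed to compounds for 30 min at 37C, lysed, and cAMP was read by TR-FRET. Data normalized to buffer (basal) and 29 nM porcine relaxin (100%).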
mIDH1 inhibitor – inhibitors of human mutant IDH1 R132H. O75874. IDH1-R132H enzyme, NADPH consumption, diaphorase/resazurin fluorescence. Potency, µM (doses to about 76.6 µM), for inactives: top-dose activity change, negative = inhibition, actives largely listed as inhibitors. 390,000 tested, 0.093% active. AID 602179; note: % is set by controls: 0 for no effect and ±100 for the full control effect; nearly all actives have a fitted effect of over 65% in size
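IDH1-R132H (0.5 ug/mL dispensed) in pH 7.5 Tris buffer was preincubated 30 min with compound, then given a substrate mix of 0.016 mM NADPH and 2 mM alpha-KG for 80 min at room temperature; remaining NADPH was read by diaphorase/resazurin fluorescence.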
ALOX12 inh – ALOX12 (human) lipoxygenase inhibition; P18054; purified 12hLO, xylenol orange hydroperoxide absorbance; Potency, µM (highest dose often 108 µM), inactives show at the highest dose activity change, negative = inhibition, hits mostly inhibitors; 580,000 tested, 1.1% active; note: % is set by controls: 0 for no effect and ±100 for the full control effect
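Purified human 12hLO at 150 nM in 25 mM Hepes, 0.01% Triton X-100, pH 7.0, preincubated 15 min at room temperature with compound. Reaction started with 40 uM arachidonic acid, 30 min at room temperature. Hydroperoxide measured by Fe-xylenol orange, 573/405 nm absorbance ratio.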
TrxR1 substrate – substrates of rat thioredoxin reductase 1; Potency, µM (highest dose often 114 µM), for inactives: at the top dose activity change, negative = substrate turnover; purified TrxR1 substrate turnover, NADPH consumption readout; 390,000 tested, 0.01% active; O89049; note: % is set by controls: 0 for no effect and ±100 for the full control effect; nearly all actives have a fitted effect of over 50% in size
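Rat TrxR1, dispensed at 90 nM, was prereduced with 400 uM NADPH (final) for 5 min at ~22 deg C, then incubated with compound 15 min before 400 uM selenite. A first-read NADPH fluorescence drop versus no-compound background flagged substrates.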
USP1 inh – inhibitors of human USP1/UAF1 deubiquitinase; AID 743255; 390,000 tested, 0.23% active; O94782; recombinant USP1/UAF1, Ub-Rhodamine cleavage fluorescence; Potency, µM (doses to about 57.1 µM), without a hit: at the highest dose activity change, negative = inhibition, hits mostly inhibitors; note: % is set by controls: 0 for no effect and ±100 for the full control effect; nearly all actives have a fitted effect of over 60% in size; inactives centre near -12
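Step one: compound is pinned into 1nM USP1/UAF1 in HEPES pH 7.8 buffer with TCEP. Step two: 15 min room-temperature incubation. Step three: Ub-Rho (150nM final) starts cleavage, tracked by fluorescence over six one-minute reads.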
Active calls of the source: *; ? = inconclusive; · = not tested or not shown; [ ] = dose if it differs, or a comment. Calls come from the whole dose curve; as a rule, active = well fitted curve in the direction sought with a large enough effect; inconclusive = small, poorly fitted or top-dose-only effect, or another doubt; inactive = no such curve, though single readings can be large; an effect the other way counts as inactive or inconclusive. Potency is the fitted concentration of half-maximal effect.

[1] Cc1ccc(Cn2cccc(C(=O)Nc3ccc(C)c(Cl)c3)c2=O)cc1
[2] Cc1ccc([C@H]2C[C@@H](n3cc(C4CC4)nn3)[C@H](O)CN2Cc2cccs2)cc1
[3] CC1CCCN(c2ccc(C(=O)N3CCC4(CC3)OCCO4)cc2[N+](=O)[O-])C1 (stereo unspecified)
[4] Cc1ccc2c(c1)CC1(CN2C)C(=O)NC(=O)N(c2ccccc2C)C1=O (stereo unspecified)
[5] Cc1ccsc1C(=O)C1CCCN(Cc2cc3ccccc3o2)C1 (stereo unspecified)
[6] Clc1ccccc1Nc1ncnc(-n2cccc2)n1
[7] CCCCCCOc1ccc(CN2CCN(C)CC2)cc1
[8] O=C1COc2ccc(C(=O)COC(=O)Cc3ccccc3)cc2N1
Assay by compound	1	2	3	4	5	6	7	8
RGS4 inhibitor	-21%	·	-10%	39%[11.4 µM]	18%	-20%	13%	-4%
Vif-A3F inh	3%	-22%	12%	-5%	-12%	3%	-11%	-7%
rTrxR1 inhibitor	18%[57.1 µM]	·	19%[57.1 µM]	7%[57.1 µM]	10%	21%	25%	-1%[57.1 µM]
Vif-A3G inh	2%	-25%	1%	?	0%	-5%	0%	0%
RXFP1 ag	15%	·	-0.7%	-0.2%	-0.7%	1.0%	-2.4%	0.2%
mIDH1 inhibitor	2%	1%	1%	0%	5%	7%	2%	0%
ALOX12 inh	-19%	1%	3%	-16%	-16%	5%	-22%	-10%
TrxR1 substrate	3%[57.1 µM]	·	-4%	8%[57.1 µM]	-4%	0%	7%	0%[57.1 µM]
USP1 inh	-23%	-1%	-18%	2%	-7%	-18%	-9%	-21%

Copied from the list.
Value for `Cc1ccc([C@H]2C[C@@H](n3cc(C4CC4)nn3)[C@H](O)CN2Cc2cccs2)cc1` under Vif-A3G inh: -25%
Value for `Cc1ccc2c(c1)CC1(CN2C)C(=O)NC(=O)N(c2ccccc2C)C1=O` (stereo unspecified) under TrxR1 substrate: 8%[57.1 µM]
Value for `Cc1ccc(Cn2cccc(C(=O)Nc3ccc(C)c(Cl)c3)c2=O)cc1` under RGS4 inhibitor: -21%

Next section
[9] CCC[N+]12CCC(CC1)C(C(O)(c1ccccc1)c1ccccc1)C2 (stereo unspecified)
[10] COC(=O)C1=C(c2cccc(OC)c2OC)C[C@@H]2CC[C@H]1N2C(=O)N1CCCC1
[11] CCCC(=O)NC1=C(N2CC2)C(=O)C(NC(=O)CCC)=C(N2CC2)C1=O
[12] COc1ccc(Nc2ncc(C(=O)N3CCC4(CC3)OCCO4)c3ccccc23)cc1
[13] Cc1ccc(-n2c(O)c(/C=N/N3CCCCC3c3cccnc3)c(=O)[nH]c2=S)cc1 (stereo unspecified)
[14] CCCCCCn1c(O)c(C=Nc2ccccc2N2CCOCC2)c(=O)[nH]c1=S
[15] COCCCn1c(N)c(C(=O)NCCC(C)C)c2nc3ccccc3nc21
[16] CCC(C)/C=C(C)/C=C/C1=CC2=C(Cl)C(=O)C(C)(OC(C)=O)C(=O)C2=CO1 (stereo unspecified)
Assay by compound	9	10	11	12	13	14	15	16
RGS4 inhibitor	-20%	1%	-30%	26%	0%[11.4 µM]	0%	-3%	-22%
Vif-A3F inh	2%	-7%	-12%	8%	-14%	?	-1%	5%
rTrxR1 inhibitor	20%	22%	-65%[57.1 µM]	-5%[57.1 µM]	-14%	13%	11%	-16%
Vif-A3G inh	0%	0%	3%	-6%	-2%	0%	-3%	1%
RXFP1 ag	1.3%	·	·	0.9%	0.6%	4.2%	1.6%	-0.1%
mIDH1 inhibitor	2%	8%	26%	1%	-11%	-4%	6%	6%
ALOX12 inh	?	0%	?	-2%	-2%	188%[activator]	0%	·
TrxR1 substrate	-2%	7%	-4%[57.1 µM]	-2%[57.1 µM]	-6%	-3%	86%[activator]	-6%
USP1 inh	-13%	-22%	-13%	-21%	-16%	-15%	22µM*	?

[17] CCC(=Nc1ccc(OC)cc1OC)c1c(O)n(C)c(=O)n(C)c1=O
[18] CC1(C)C2([N+](=O)[O-])CN3CC1([N+](=O)[O-])CN(C2)C3c1cccnc1 (stereo unspecified)
[19] COC(=O)C1=C(c2ccc(OC)c(OC)c2)C[C@@H]2CC[C@H]1N2C(=O)N1CCc2cc(OC)c(OC)cc2C1
[20] CCCCCn1c(=O)c(C(=O)Nc2cc(C)ccn2)c(O)c2ccccc21
[21] N=c1sccn1Cc1ccccc1F
[22] O=c1[nH]c(=S)n(-c2ccccc2)c(O)c1/C=N/N1CCOCC1
[23] COc1ccc(-c2noc(=O)n2Cc2cc(C)ccc2C)cc1
[24] NC(=O)Nc1cccc(C(F)(F)F)c1
Assay by compound	17	18	19	20	21	22	23	24
RGS4 inhibitor	-7%	2%	-3%	-16%	-9%	5%[11.4 µM]	-3%	-17%
Vif-A3F inh	3%	5%	-3%	-4%	7%	-10%	1%	0%
rTrxR1 inhibitor	-14%	11%[57.1 µM]	5%	15%[57.1 µM]	19%	4%	-13%	6%
Vif-A3G inh	0%	5%	-24%	0%	-1%	0%	?	0%
RXFP1 ag	0.2%	0.0%	4.8%	-3.9%	-3.2%	0.8%	-1.7%	2.4%
mIDH1 inhibitor	9%	-3%	5%	-5%	0%	-9%	4%	2%
ALOX12 inh	-8%	30%	-2%	41%[activator]	0%	-19%	-4%	0%
TrxR1 substrate	-15%	14%[57.1 µM]	1%	10%	8%	-10%	-6%	10%
USP1 inh	-8%	-15%	-23%	-19%	-19%	-11%	-14%	-2%

[25] Cc1ccc(S(=O)(=O)N2CN3CCN(C3)C2)cc1
[26] C[C@]12C=CC(=O)C=C1CC[C@@H]1C2CC[C@]2(C)OC(=O)CCC12 (stereo partly specified)
[27] COc1cccc(CN2C(=O)C3(SCC(=O)N3c3ccc(C)c(Cl)c3)c3ccccc32)c1 (stereo unspecified)
[28] CN1CCN(c2ccc([N+](=O)[O-])c(Sc3nncn3C)c2)CC1
[29] CC(=O)c1ccc2c(c1)C1C(Cl)C(Sc3ccccc3[N+](=O)[O-])CC1C(c1ccccc1[N+](=O)[O-])N2 (stereo unspecified)
[30] O=c1[nH]c(=S)n(C2CC2)c(O)c1/C=N/Nc1ccccc1
[31] CCS(=O)(=O)NC(C)c1nnc2n1-c1ccc(Br)cc1C(c1ccccc1Cl)=NC2 (stereo unspecified)
[32] COc1ccc(N2C(=O)CS(=O)C(c3ccccc3)C2=O)cc1 (stereo unspecified)
Assay by compound	25	26	27	28	29	30	31	32
RGS4 inhibitor	3%	5%	-1%	5%	-12%	-36%	35%	?
Vif-A3F inh	0%	0%	-4%	-1%	-8%	-4%	-13%	?
rTrxR1 inhibitor	27%	3%[57.1 µM]	51%[activator]	0%[57.1 µM]	10%[57.1 µM]	-20%	20%	50µM*
Vif-A3G inh	0%	-1%	-2%	0%	2%	-16%	-3%	-3%
RXFP1 ag	0.2%	3.3%	-0.5%	-0.3%	-2.3%	-1.0%	·	-0.3%
mIDH1 inhibitor	6%	2%	-4%	-1%	5%	5%	6%	8%
ALOX12 inh	-3%	15%	-10%	-26%	0%	?	?	?
TrxR1 substrate	10%	-1%[57.1 µM]	-2%	-5%	2%[57.1 µM]	2%	2%	3%
USP1 inh	-11%	-12%	-17%	7%	-16%	-6%	4%	-22%

[33] CCOC(=O)CC(SP1(=S)OCC2(CC=CCC2)CO1)C(=O)OCC (stereo unspecified)
[34] CCCN1CCC[C@@H](c2cccc(O)c2)C1
[35] CNC(C)(C)Cc1ccccc1
[36] CCCOc1ccc(C(C)=O)cc1Cc1c(O)[nH]c(=S)[nH]c1=O
[37] OC1/C(=C/c2ccc(C(F)(F)F)cc2)N2CCC1CC2 (stereo unspecified)
[38] CN(C)c1ccc(/C=C2/C(=O)NC(=O)N(CCc3ccc(F)cc3)C2=O)cc1
[39] CC(=O)Nc1ccccc1C(=O)C(=O)Nc1cccc(C(=O)N2CCC3(CC2)OCCO3)c1
[40] COc1ccc(Cl)cc1N=Cc1c(O)n(C)c(=O)n(C)c1=O
[41] CCN1CCN(c2nc([N+](=O)[O-])nn2C)CC1
[42] CN(C)C(=O)Nc1cccc(OC(=O)N(C)C)c1
Assay by compound	33	34	35	36	37	38	39	40	41	42
RGS4 inhibitor	-1%	14%	-21%	?	-9%	?	?	11%	7%	24%
Vif-A3F inh	-20%	0%	-5%	-11%	4%	6%	-22%	-1%	19%	1%
rTrxR1 inhibitor	5%	20%[57.1 µM]	22%	-1%[57.1 µM]	-2%	?	25%[57.1 µM]	23%	8%	2%[57.1 µM]
Vif-A3G inh	1%	-5%	-2%	-2%	0%	2%	-3%	0%	-7%	-2%
RXFP1 ag	·	-1.1%	0.3%	-2.1%	-2.2%	-0.3%	0.4%	0.0%	1.0%	0.2%
mIDH1 inhibitor	7%	-7%	-8%	3%	7%	-3%	-7%	-8%	2%	-3%
ALOX12 inh	-1%	-14%	1%	?	3%	?	1%	0%	13%	0%
TrxR1 substrate	-7%	?	8%	-6%[57.1 µM]	-6%	-7%	3%[57.1 µM]	8%[57.1 µM]	2%	0%[57.1 µM]
USP1 inh	-6%	-10%	-25%	-12%	-21%	-10%	-9%	-23%	-12%	-16%

An excerpt. The share of hits here may be higher or lower than overall.
